# Screening data as filed in PubChem BioAssay.
# DAX1 inh-1 – inhibits human nuclear receptor DAX1 | P51843 | HEK293 Gal4-DAX1 luciferase reporter, luminescence | inhibition, % at 6.75 µM | 340,000 compounds, 0.99% hits | AID 504766;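 active = inhibition above the mean over all tested compounds plus 3 SD, cut at about 4.2% in these data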;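 note: 0% = DAX1-transfected cells with DMSO and 100% = empty-vector control cells with DMSO; inhibition shows as a rise in luminescence from relieved DAX1 repression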
# Target sequence (P51843 207-470 limits assumed): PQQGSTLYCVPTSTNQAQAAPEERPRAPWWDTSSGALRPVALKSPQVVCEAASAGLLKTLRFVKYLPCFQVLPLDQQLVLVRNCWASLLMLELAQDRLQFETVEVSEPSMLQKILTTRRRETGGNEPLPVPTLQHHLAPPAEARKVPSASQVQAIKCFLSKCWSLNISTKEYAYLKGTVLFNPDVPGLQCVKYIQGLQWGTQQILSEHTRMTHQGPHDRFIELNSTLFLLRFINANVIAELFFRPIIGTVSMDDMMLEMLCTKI
# ADAM10 inh – inhibits human ADAM10 | recombinant ADAM10, EDANS/DABCYL FRET peptide cleavage, 3 h | inhibition, % at 7 µM | 370,000 compounds, 0.62% hits | AID 720582;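 active = inhibition above a per-campaign cutoff equal to the mean of compounds falling between control-based bounds plus 3 SD, cut at about 20% in these data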;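 note: 0% = DMSO wells while the 100% control is not disclosed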
# Target sequence (O14672 214-748 limits assumed): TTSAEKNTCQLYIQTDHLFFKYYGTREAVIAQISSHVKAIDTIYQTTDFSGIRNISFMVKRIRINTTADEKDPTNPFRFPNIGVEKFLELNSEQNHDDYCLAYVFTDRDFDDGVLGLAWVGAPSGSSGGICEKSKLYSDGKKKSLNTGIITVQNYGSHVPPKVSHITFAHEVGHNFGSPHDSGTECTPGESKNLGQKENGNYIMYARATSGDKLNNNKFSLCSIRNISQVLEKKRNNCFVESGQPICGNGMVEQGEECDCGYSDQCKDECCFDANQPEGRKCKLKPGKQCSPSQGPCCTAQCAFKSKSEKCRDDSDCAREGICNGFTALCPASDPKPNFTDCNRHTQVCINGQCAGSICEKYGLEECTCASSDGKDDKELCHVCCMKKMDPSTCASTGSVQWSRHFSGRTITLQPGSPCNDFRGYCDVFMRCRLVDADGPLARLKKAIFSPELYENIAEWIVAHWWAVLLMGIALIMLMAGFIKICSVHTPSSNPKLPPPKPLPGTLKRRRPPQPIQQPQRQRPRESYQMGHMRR
# hcDAF12 agonist – activates DAF-12 receptor from parasite H. contortus; 370,000 compounds, 1.4% hits; HEK293 hcDAF-12 lit1-tk-luc reporter, luminescence; 0% DMSO, 100% Δ7-dafachronic acid; AID 652067; activation, % at 6.8 µM;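 active = activation above the mean of all tested compounds plus 3 SD, cut at about 5.5% in these data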;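 note: 100% = response to 3 µM Δ7-dafachronic acid high control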
# DAX1 inh-2 – inhibitors of DAX1 repression of SF-1 activated StAR promoter; HEK293T StAR-luciferase reporter, SF-1/DAX-1 repression relief; inhibition, % at 6.8 µM; 370,000 compounds, 1.1% hits; AID 652010;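 active = inhibition above the mean over all tested compounds plus 3 SD, cut at about 3.6% in these data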;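 note: 0% = DAX-1 cells with DMSO and 100% = cells lacking DAX-1 with DMSO; higher inhibition means more luminescence from relief of DAX-1 repression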
# PLC-beta3 inh – PLC-beta3 (human) inhibition, primary screen; Purified PLC-beta3, fluorogenic substrate, fluorescence; inhibition, % at 12.2 µM; 370,000 compounds, 0.18% hits; AID 720704; in the data active = inhibition above about 11%;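 note: 0% = median of compound wells on plate and 100% = full blocker control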
# ADAM17 inh – inhibitors of human ADAM17; P78536; recombinant ADAM17, EDANS/DABCYL FRET peptide cleavage; inhibition, % at 6.95 µM; 370,000 compounds, 0.83% hits; AID 720648;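 active = inhibition above the mean of compounds lying between control limits plus 3 SD, set per campaign, cut at about 8.5% in these data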;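 note: 0% = DMSO-only wells as the low control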
# GAA850 FXN act – increases GAA850 frataxin promoter reporter activity | HEK293 lucGAA850 FXN promoter luciferase reporter, 24 h; percent of 10 µM SAHA response | activation, % at 6 µM | 360,000 compounds, 0.56% hits;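 active = activation above the average of all compounds screened plus 3 SD, cutoff fixed separately per campaign, cut at about 7.5% in these data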;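 note: 0% = DMSO wells and 100% = 10 µM SAHA wells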
# ssDAF-12 act – activates DAF-12 receptor from parasite S. stercoralis. activation, % at 6.8 µM. AID 652126. 370,000 compounds, 1% hits. HEK293 ssDAF-12/GRIP1 lit1-tk-luc reporter, luminescence; % of 3 µM dafachronic acid response;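 active = activation above the mean over all tested compounds plus 3 SD, cut at about 0.9% in these data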;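 note: 0% = DMSO-only wells and 100% = 3 µM delta7-dafachronic acid wells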
# PLC-gamma1 inh – PLC-gamma1 (human) inhibition, primary screen | P19174 | 370,000 compounds, 0.84% hits | inhibition, % at 12.2 µM | purified PLC-gamma1, fluorogenic substrate, fluorescence; in the data active = inhibition above about 9.5%
# hgDAF12 agonist – hgDAF-12 agonism, primary luciferase screen | HEK293 GAL4-hgDAF12 UAS-luciferase reporter, agonist luminescence; normalized to butyrate control | activation, % at 6.8 µM | 370,000 compounds, 1.8% hits;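 active = activation above a cutoff set at the mean of all screened compounds plus 3 SD, cut at about 10% in these data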;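 note: 0% = DMSO wells and 100% = sodium butyrate wells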
# HGIII-sPLA2 inh – Blocks human group III sPLA2 activity; Q9NZ20; QFRET BODIPY PC-A2 liposome hydrolysis, fluorescence; inhibition, % at 12.2 µM; 370,000 compounds, 0.56% hits; AID 743126;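 active = inhibition above mean plus 3 SD of compounds lying within the high and low control bounds, cut at about 19% in these data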;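 note: 0% = median of test compound wells and 100% = no enzyme DMSO wells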
# * = called active by the depositor; . = no result given.
SMILES,DAX1 inh-1,ADAM10 inh,hcDAF12 agonist,DAX1 inh-2,PLC-beta3 inh,ADAM17 inh,GAA850 FXN act,ssDAF-12 act,PLC-gamma1 inh,hgDAF12 agonist,HGIII-sPLA2 inh
Cc1noc(C)c1CSc1ccccc1C(=O)O,1.5,7,0.8,-0.3,-2,-1,-1.0,-0.9,1,-1.2,2
CSc1nsc(NC(=O)OCc2ccc(Cl)cc2)n1,-0.6,0,-0.5,0.0,-6,-4,-0.5,-0.8,-6,1.7,10
COc1cc(C(C(=O)NC2CCCC2)N(C(=O)c2snc(C(N)=O)c2N)C2CCCC2)cc(OC)c1OC (configuration not stated),-1.4,-44,-0.7,0.5,-28,-22,1.4,-1.1,-18,0.2,2
O=C(Nc1ccc(NS(=O)(=O)c2ccccc2)cc1)c1ccc(Cl)cc1,-0.1,1,-2.5,-2.1,-2,1,2.0,-1.0,1,1.1,-15
COc1ccc(CNC(=O)CCCn2nc(C)c3c(C)n(-c4ccccc4)nc3c2=O)cc1,-0.4,1,2.4,0.0,-3,0,0.4,0.1,-1,4.9,-5
O=c1cc(-c2ccccc2)oc2cc(OCc3ccccc3)cc(O)c12,0.1,-4,-1.1,0.1,1,-2,-0.6,-0.9,0,2.3,0
CC(O)(P(=O)(O)O)P(=O)(O)O,-0.6,-4,-0.9,-0.5,3,-3,-0.9,-1.7,-2,0.6,-2
COc1cc(NC(=O)CN2CCC(C(N)=O)(N3CCCCC3)CC2)c(OC)cc1Cl,-1.0,5,-1.9,-0.3,-4,-2,1.7,-2.0,0,0.1,-1
CCNC(=O)C1(C)CCCN(C(=O)c2cc(OC)ccc2Br)C1 (configuration not stated),.,-3,-0.2,1.6,6,-1,-0.8,-1.2,3,1.0,-2
CC(NC(=O)CCc1nnc(C2(c3ccc(Cl)cc3)CCC2)o1)C1CC1 (configuration not stated),4.4*,4,0.3,0.2,2,1,2.4,0.2,2,2.8,-3
C#CC1CN(Cc2ccccc2)CC(C#C)N1C (configuration not stated),0.0,-5,-0.7,0.8,0,-3,-2.5,-1.3,2,-3.1,0
CC(C(=O)N1CCN(Cc2ccc3c(c2)OCO3)CC1)c1ccc([N+](=O)[O-])cc1 (configuration not stated),-1.6,-2,0.7,-0.6,3,0,0.1,-1.3,0,-1.7,-5
NC(=S)Nc1cccc(F)c1,2.0,-2,0.7,-0.2,-5,0,-0.6,-0.7,-1,-0.1,4
O=C(Cc1ccc(Cl)cc1)NNC(=O)c1ccco1,-0.7,-4,2.8,2.3,-4,1,2.6,-0.8,7,0.1,6
CCOC(=O)NC(=O)/C(C#N)=N\Nc1ccc(Cl)cc1,-0.3,-1,-1.2,0.6,-3,-6,-1.3,-1.2,-3,-0.7,0
CSc1nc2ncc(C#N)cn2n1,-0.7,-15,-1.0,0.7,-5,-3,-0.2,-1.3,-5,-1.5,2
COc1ccc(N(CC(=O)NCCSCc2ccco2)S(=O)(=O)c2ccccc2)cc1Cl,-0.2,-3,-2.5,-0.3,-7,2,-1.7,-1.3,3,-1.8,-21
Fc1cccc(F)c1/C=N/Nc1ccccn1,5.2*,-8,7.1*,1.5,-3,-4,3.6,1.5*,-2,13*,2
Cc1ccc(S(=O)(=O)NCCC(=O)NNC(=O)COc2ccc(Br)cc2)cc1C,0.6,-6,-0.3,2.6,-10,1,0.3,-0.9,-2,1.6,-30
COCCCNC(=S)Nc1ccccc1[N+](=O)[O-],-1.5,-8,2.5,-0.6,2,-1,-0.2,-0.1,0,3.3,4
CC(C)c1ccc(NC2CCCN(C(=O)c3ccnn3C)C2)cc1 (configuration not stated),-0.3,12,-0.5,0.9,-3,-1,2.3,-1.2,-1,1.4,-1
CCC(CC)c1nnc(NC(=O)COc2ccc3c(c2)OCO3)s1,-0.1,0,-1.2,0.1,-8,3,0.1,-1.5,5,-1.4,2
CC(O)CN=c1cc(-c2ccccc2)oc2ccc(Cl)cc12 (configuration not stated),0.3,-11,4.2,1.2,-3,-7,3.3,-0.6,-3,11*,-6
CC(C)CC(C(=O)N1CCOCC1)N1Cc2ccccc2C1=O (configuration not stated),0.6,-3,0.1,0.0,2,-4,2.3,-1.9,-2,6.7,2
COc1ccc(OC(C)C(=O)NC(C)c2ccccc2)cc1 (configuration not stated),1.0,7,-0.5,0.0,-1,2,0.3,-0.1,3,-0.7,-1
COc1cc(N(C(C)=O)c2ccc(O)cc2)c2ncccc2c1,1.4,-15,-1.5,-0.3,-5,-1,0.7,-1.2,-4,-1.3,6
CN(C)c1cccc(C(=O)OCC(=O)Nc2ccccc2Sc2ccccc2)c1,-1.9,-32,-0.3,0.3,-139,-9,2.0,-1.7,-131,0.6,6
O=C(COC(=O)c1ccc(O)cc1)Nc1cccc(S(=O)(=O)NC2=NCCC2)c1,0.2,-15,0.3,0.5,-8,-2,1.3,-1.3,3,1.1,-2
Oc1c(CN2CCCCC2)cc(Br)c2cccnc12,-1.1,11,2.1,-1.1,-28,6,0.8,-0.1,-29,-5.7,7
Cc1cc(SCC(=O)NC(=O)NCc2ccco2)nc2ccccc12,-2.3,5,2.4,-0.9,-6,3,-2.3,-1.2,-5,-3.3,-11

# Looked up by compound from above (6):
SMILES,DAX1 inh-1,ADAM10 inh,hcDAF12 agonist,DAX1 inh-2,PLC-beta3 inh,ADAM17 inh,GAA850 FXN act,ssDAF-12 act,PLC-gamma1 inh,hgDAF12 agonist,HGIII-sPLA2 inh
CC(C)c1ccc(NC2CCCN(C(=O)c3ccnn3C)C2)cc1 (configuration not stated),-0.3,12,-0.5,0.9,-3,-1,2.3,-1.2,-1,1.4,-1
Cc1cc(SCC(=O)NC(=O)NCc2ccco2)nc2ccccc12,-2.3,5,2.4,-0.9,-6,3,-2.3,-1.2,-5,-3.3,-11
CN(C)c1cccc(C(=O)OCC(=O)Nc2ccccc2Sc2ccccc2)c1,-1.9,-32,-0.3,0.3,-139,-9,2.0,-1.7,-131,0.6,6
COc1ccc(OC(C)C(=O)NC(C)c2ccccc2)cc1 (configuration not stated),1.0,7,-0.5,0.0,-1,2,0.3,-0.1,3,-0.7,-1
CC(O)CN=c1cc(-c2ccccc2)oc2ccc(Cl)cc12 (configuration not stated),0.3,-11,4.2,1.2,-3,-7,3.3,-0.6,-3,11*,-6
Oc1c(CN2CCCCC2)cc(Br)c2cccnc12,-1.1,11,2.1,-1.1,-28,6,0.8,-0.1,-29,-5.7,7

# Next results follow:
SMILES,DAX1 inh-1,ADAM10 inh,hcDAF12 agonist,DAX1 inh-2,PLC-beta3 inh,ADAM17 inh,GAA850 FXN act,ssDAF-12 act,PLC-gamma1 inh,hgDAF12 agonist,HGIII-sPLA2 inh
O=c1oc2c(-c3ccc([N+](=O)[O-])cc3)cc(O)cc2s1,-4.1,13,-0.6,-0.7,-2,1,1.9,-0.5,4,-1.6,-5
CCOc1ccc(C2CC(=O)c3c([nH]c(C(=O)OC)c3C)C2)cc1OC (configuration not stated),-0.2,3,-0.1,0.2,2,1,-0.2,-1.3,3,-1.5,4
Cc1cc(NC(=O)CSc2cn(CCNC(=O)c3ccc(Cl)cc3)c3ccccc23)no1,-1.9,0,-3.0,-1.0,2,0,1.6,-1.2,0,-3.9,-22
COc1ccccc1C(=O)Nc1ccc(S(=O)(=O)N2CCCCC2c2cccnc2)cc1 (configuration not stated),-2.5,-3,-2.6,0.1,-6,-2,1.4,-1.7,1,-2.4,0
c1ccc2cc(OCCCn3ccnc3)ccc2c1,-0.2,-8,0.8,-0.3,-4,-1,3.9,-1.4,-1,3.0,-26
Cc1nn(-c2ccccc2)c(C)c1C(=O)NCCc1ccc(Cl)cc1,0.1,-5,-2.7,-0.8,-3,2,1.8,-1.4,0,5.3,-5
CCN(CC)CC(=O)Nc1ccc2c(c1)N(C(=O)CN(CC)CC)c1ccccc1CC2,-0.2,-13,2.9,0.5,-9,-7,-1.5,-1.1,-6,-0.3,7
Cc1cc(C(F)F)n2ncc(C(=O)NC3CCCCCC3)c2n1,0.1,-2,-2.7,-0.2,-14,-4,2.7,-1.4,-13,-2.4,5
COC(=O)CN1C(=O)[C@H]2[C@@H](/C=C/c3ccccc3)N3C(=O)CN(Cc4ccccc4)C(=O)[C@@]3(C)[C@H]2C1=O,0.3,7,0.5,0.5,-2,-4,1.9,-1.4,-2,1.8,-1
CN(C(=O)/C=C/c1ccc(F)cc1)C1CCCCC1,.,3,3.0,2.1,-2,-3,3.2,-0.8,0,9.6,-5
c1ccc2c(c1)[nH]c1c(N3CCN(C4CCCCC4)CC3)ncnc12,1.0,-463,1.6,-1.1,-136,-129,-0.1,-0.4,-116,-1.8,-1
COc1ccc(C2/C(=C(\O)c3ccc4c(c3)OCCO4)C(=O)C(=O)N2Cc2cccnc2)cc1 (configuration not stated),0.8,-1,-1.0,0.6,-10,-6,-0.7,0.1,-2,0.2,5
COc1ccc(/C=N/NC(=O)C(Cc2c[nH]c3ccccc23)NC(=O)OCC(C)C)cc1[N+](=O)[O-] (configuration not stated),-0.9,7,-1.1,-0.4,-2,1,3.1,-1.4,1,-1.4,-31
COc1cccc(CNC(=O)c2cccc(NC(=O)C3=C(C)OCCS3)c2)c1,-1.3,-12,-0.2,-0.6,0,-2,0.2,-1.5,2,-4.2,2
CCOc1ccc(OCC(=O)Nc2ccccc2C(F)(F)F)cc1,-1.0,-3,-0.7,0.5,2,-4,4.2,-0.9,2,3.0,0
O=C(CNC(=O)c1ccco1)Nc1ccc(N2CCCCCC2)cc1,4.7*,-16,0.1,0.9,-14,-3,0.5,-1.1,-1,10,22*
Cc1cccc(CCNC(=O)CNS(=O)(=O)c2ccc3nc(C)sc3c2)c1,0.1,-4,0.4,0.1,4,-3,0.9,-1.4,0,-1.2,-17
CCOC(=O)N1CCN(C(=S)NC(=O)C23CC4CC(CC(C4)C2)C3)CC1,.,1,0.8,0.7,-1,-2,1.2,0.0,-1,-0.3,7
Cc1occc1-c1nnc(SCC(=O)N2CCOCC2)o1,1.2,-14,-0.8,-0.3,-2,-7,-0.9,-1.0,-3,5.0,5

# Shown as a hit in HGIII-sPLA2 inh (from the list above):
mol,DAX1 inh-1,ADAM10 inh,hcDAF12 agonist,DAX1 inh-2,PLC-beta3 inh,ADAM17 inh,ssDAF-12 act,PLC-gamma1 inh,HGIII-sPLA2 inh
O=C(CNC(=O)c1ccco1)Nc1ccc(N2CCCCCC2)cc1,4.7*,-16,0.1,0.9,-14,-3,-1.1,-1,22*
